# GASC-1 inh: inhibitors of GASC-1 histone demethylase, primary screen, biochemical, fluorescence, DELFIA europium; 0.069% of 330,000 active; GST-JMJD2C(1-420) H3K9me3 demethylation; AID 2099, 2009; inhibition, % at 2.35 µM;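 active means more than half of a compound's replicate wells show inhibition beyond 50%, single wells judged on their own value; inconclusive means some, but no more than half, of replicates pass 50% inhibition; inactive means no replicate passes 50% inhibition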;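 further: signal counts dimethyl H3K9 product captured on neutravidin plate; 0% = median of DMSO wells and 100% = 0.3 times that DMSO median; strong numbers were not always called active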
# ZTA counter: counter-screen for EBNA-1 inhibitors: inhibitors of Epstein-Barr virus ZTA | 0.15% of 320,000 active | ZTA-DNA binding, fluorescence polarization | inhibition, % at 11 µM | P03206; in the data active means inhibition above about 33%
# Target sequence (P03206 whole entry, looked up): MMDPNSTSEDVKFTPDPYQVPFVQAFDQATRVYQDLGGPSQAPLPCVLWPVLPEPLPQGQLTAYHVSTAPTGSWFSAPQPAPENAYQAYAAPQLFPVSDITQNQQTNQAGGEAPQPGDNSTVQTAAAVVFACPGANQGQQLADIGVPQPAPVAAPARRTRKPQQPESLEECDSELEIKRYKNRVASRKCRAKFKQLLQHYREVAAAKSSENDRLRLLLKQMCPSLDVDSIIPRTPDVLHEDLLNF
# TPT1 inh: Candida albicans TPT1 enzyme inhibitors, primary screen, biochemical, fluorescence polarization; inhibition, % at 5 µM; 0.81% of 300,000 active; AID 1962, 2009; tRNA 2'-phosphotransferase TPT1 (Candida albicans SC5314); recombinant caTPT1, FP RNA substrate dephosphorylation;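 active means inhibition above the mean of all tested compounds plus 3 SD, set per screening campaign, cut at about 24% in these data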;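 further: plate controls were DMSO alone for no effect and ferristatin control at 100 nM for full effect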
# core dimer inh: inhibitors of HCV core protein dimerization, primary screen, biochemical, TR-FRET, high-throughput; TR-FRET GST/Flag-core106 dimerization, 1536-well; inhibition, % at 5 µM; 0.33% of 300,000 active; AID 1899, 2009;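 active means inhibition above the mean of all tested compounds plus 3 SD, set per screening campaign, cut at about 45% in these data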
#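 Assay system – GST-tagged and Flag-tagged HCV core protein residues 1-106 · Quantity – core106 proteins, GST 13.5 nM and Flag 17 nM · Benchmarks – unlabelled core106 and no-GST-core106 wells · Read-out basis – percent inhibition of core106 dimerization signal · Detection – time-resolved FRET, ex 340 nm, em 617 and 671 nm · Schedule – 4 h at 22.5 °C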
# Yeast superoxide: reduction of superoxide in aged yeast, primary screen, HTS; 0.18% of 330,000 active; superoxide response (% of plate mean), % at 10 µM; S. cerevisiae aged cells, superoxide DHE fluorescence; active compounds read low;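 active means superoxide response under a set limit, about three screen SD below normal, cut at about 65% in these data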;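 further: yeast aged for seven days with compound at 30 °C before DHE staining; 100% = average MFI of all compound-treated wells on the plate with controls excluded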
# EBNA-1 inhibitor: EBNA-1 DNA-binding inhibitors, primary screen, biochemical, fluorescence polarization. inhibition, % at 14.8 µM. 0.34% of 300,000 active. AID 1950, 2009; in the data active means inhibition above about 28%
# CTSL1 counter: Fasciola hepatica cathepsin L1 inhibitors, primary screen, counter-screen for PFM18AAP inhibitor project, biochemical, QFRET, fluorogenic peptide substrate. recombinant F. hepatica cathepsin L1, Z-Leu-Arg-MCA fluorescence. inhibition, % at 5.96 µM. 0.49% of 300,000 active. AID 1906, 2009;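 active means inhibition above the mean of all tested compounds plus 3 SD, set per screening campaign, cut at about 17% in these data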;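 further: 0% = plate median of test compound wells and 100% = 1 µM Z-Phe-Ala-diazomethylketone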
# PP1 counter: PP1-alpha phosphatase inhibitors, primary screen, counter-screen for PP5 inhibitor project, biochemical, fluorescence, OMFP substrate, single point | inhibition, % at 6.7 µM | 0.9% of 320,000 active | purified PP1alpha | Serine/threonine-protein phosphatase PP1-alpha catalytic subunit (Homo sapiens), P62136;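 active means inhibition above the mean inhibition of all tested compounds plus 3 SD, computed separately for each screening campaign, cut at about 15% in these data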
# PP5 inh: PP5 phosphatase inhibitors, primary screen, biochemical, fluorescence; Serine/threonine-protein phosphatase 5 (Homo sapiens), P53041; inhibition, % at 6.7 µM; 0.18% of 320,000 active; purified PP5c, OMFP substrate fluorescence;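 active means inhibition above the campaign's mean inhibition across all tested compounds plus 3 SD, cut at about 9.5% in these data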;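 further: 0% = DMSO only and 100% = 100 µM cantharidin control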
# Target sequence (P53041 whole entry, looked up): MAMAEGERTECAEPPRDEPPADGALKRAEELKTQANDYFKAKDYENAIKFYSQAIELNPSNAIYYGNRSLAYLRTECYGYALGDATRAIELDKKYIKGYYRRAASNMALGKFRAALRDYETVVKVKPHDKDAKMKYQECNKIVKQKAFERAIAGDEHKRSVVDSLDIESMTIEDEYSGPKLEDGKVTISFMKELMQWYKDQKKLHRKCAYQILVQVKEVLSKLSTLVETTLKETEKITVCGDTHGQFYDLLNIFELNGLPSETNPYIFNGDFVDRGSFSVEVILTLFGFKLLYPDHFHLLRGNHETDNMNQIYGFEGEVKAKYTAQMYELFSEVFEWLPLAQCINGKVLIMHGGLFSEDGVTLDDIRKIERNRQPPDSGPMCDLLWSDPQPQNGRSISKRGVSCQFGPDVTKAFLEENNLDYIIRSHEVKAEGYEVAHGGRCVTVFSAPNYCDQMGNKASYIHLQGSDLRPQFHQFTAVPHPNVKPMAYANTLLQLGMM
# An asterisk follows results filed as active; i = inactive; u = inconclusive; x = no result given.
smiles | PP5 inh | EBNA-1 inhibitor | core dimer inh | CTSL1 counter | ZTA counter | PP1 counter | TPT1 inh | Yeast superoxide | GASC-1 inh
COc1ccccc1NC(=O)CCN1C(=O)C2CC=C(Cl)CC2C1=O (centres undefined) | 2.4 | 6 | 5 | -2 | 2 | -1 | -1 | 98 | -4
COc1ccc(OC)c(/C(C)=N/Nc2ccc(C(=O)O)cc2)c1 | 4.7 | 4 | -12 | 5 | -15 | -6 | -2 | 112 | -6
COc1ccc(-c2oc3ccccc3c2C#Cc2cncn2C)cc1 | 2.6 | x | x | x | 25 | 18* | x | 121 | -1
CCOC(=O)c1[nH]c2ccc(OC)cc2c1NC(=S)N1CCN(C(=O)OCC)CC1 | -3.9 | 9 | 2 | -2 | 6 | -1 | -2 | 99 | 3
COc1ccc(-n2c(-c3ccc(Br)cc3)c[n+]3c2CCc2ccccc2-3)cc1 | -4.0 | 6 | 1 | -1 | 22 | 1 | -2 | 102 | 10
CC1CC(C)CN(C(=O)COC(=O)Cc2ccc(Br)cc2)C1 (centres undefined) | 0.9 | 1 | 3 | -3 | -7 | -2 | -4 | 105 | 10
CCn1c(=O)n(CC(=O)N2CC(C)CC(C)C2)c(=O)c2ccccc21 (centres undefined) | 1.3 | -3 | -2 | -8 | -3 | 2 | 0 | 124 | -31
COc1ccc2sc(N(CCN(C)C)C(=O)c3cc(Cl)sc3Cl)nc2c1 | -0.6 | 8 | 0 | 1 | 14 | -3 | -2 | 107 | 3
CCN(C(=O)Cn1nc(C)n2c(cc3cc(C)ccc32)c1=O)c1ccccc1 | 1.7 | 4 | 15 | 1 | 6 | -2 | -1 | 130 | 5
COC(=O)c1ccc2nc(NC(=O)CSCC(=O)OCC(=O)c3ccccc3)sc2c1 | 3.9 | 3 | -3 | -15 | -2 | -3 | 0 | 81 | 10
CCOC(=O)c1sc(=NC(=O)c2ccc(F)cc2)n(C)c1C | -0.9 | 4 | 2 | -1 | 2 | 0 | -3 | 94 | 4
O=C(O)C1Nc2c(C(=O)N3CCOCC3)cccc2C2C=CCC12 (centres undefined) | 0.2 | 12 | 12 | 2 | 14 | 0 | -14 | 102 | -3
O=C(/C=C/c1ccc(Br)cc1)N1CCN(c2cccc(C(F)(F)F)c2)CC1 | 5.3 | 9 | -4 | -1 | -17 | 4 | -2 | 79 | 3
COc1ccc(CC(=O)NCC2(c3ccc(OC)c(OC)c3)CCCC2)cc1 | 2.5 | -12 | -3 | -1 | -4 | -4 | 3 | 107 | 97
CSc1ccc(-c2nnn(Cc3ccc(Br)cc3)n2)cc1 | 1.7 | 7 | 3 | 1 | 18 | 2 | -3 | 98 | 8
CN1CCN(C(=S)Nc2ccc(Oc3ccccc3)cc2)CC1 | -0.4 | 4 | 6 | 1 | -3 | -3 | -3 | 84 | -4
N#Cc1c(C(F)(F)F)cc(-c2ccc(F)cc2)[nH]c1=O | -1.3 | 17 | 8 | 5 | 24 | 2 | -4 | 109 | -22
COc1ccc(-c2csc(NC(=O)CS(=O)(=O)c3ccc(F)cc3)n2)cc1OC | -0.5 | -5 | 4 | 1 | -3 | 0 | 2 | 96 | -2
COc1ccccc1OCC(=O)NNC(=O)Nc1ccccc1 | -0.1 | -7 | -2 | 2 | 1 | -8 | 0 | 122 | -18
CC(=O)N1c2ccc(S(=O)(=O)NCCC(=O)N3CCCC(C)C3)cc2CC1C (centres undefined) | 0.3 | 6 | 8 | 3 | -1 | 0 | -2 | 113 | 19
CCCCN(C(=O)CCC(=O)Nc1cc(C)on1)C(C(=O)NC1CCCC1)c1ccccc1C (centres undefined) | -1.2 | -4 | 7 | 3 | 0 | 1 | 0 | 121 | 7
Cc1ccc2nsnc2c1S(=O)(=O)N(Cc1ccco1)Cc1cc2cccc(C)c2[nH]c1=O | 0.6 | -3 | 5 | 6 | -3 | 0 | -3 | 77 | 10
CC(=O)c1ccc(OCCCN2CCCCC2)cc1 | -1.0 | 5 | -3 | 0 | 4 | 1 | -2 | 99 | 1
Cc1ccc(C(=O)NC(=S)N2CCN(c3cc(C)ccc3C)CC2)cc1 | -2.7 | -3 | -7 | 1 | 14 | -2 | 2 | 94 | -3
Cc1ccc(NC(=O)/C(C#N)=C/c2cccs2)c(C)c1 | 2.1 | -3 | 0 | 6 | 19 | 2 | 0 | 98 | 20
COc1ccc(/C=N/NC(=O)CC(=O)NCc2cccnc2)cc1 | 2.2 | 2 | -2 | -2 | -4 | -4 | -8 | 98 | 0
Cc1cc(C)c(OCCCCN2CCNCC2)c(C)c1 | 1.1 | 1 | -1 | 3 | 1 | 6 | 4 | 103 | -3
CC1C(=O)Nc2ccc(S(=O)(=O)N3CCN(c4cccc(Cl)c4)CC3)cc2NC1=O (centres undefined) | 1.1 | 9 | 10 | 0 | 8 | 3 | -5 | 94 | 2
CC(C)(C)c1ccc(C(=O)CC(=O)c2cc(Cl)ccc2O)cc1 | 2.3 | 6 | 5 | 2 | 4 | -1 | -1 | 102 | -20
Cc1cccc(OCCCC(=O)NCc2ccco2)c1 | -0.8 | 5 | 0 | -2 | -13 | -2 | 2 | 97 | -4
O=C(C1CCN(S(=O)(=O)N2CCOCC2)CC1)N1CCN(c2ccc(F)cc2)CC1 | -2.1 | -10 | -2 | 1 | -6 | 0 | -2 | 96 | 0
COc1ccc(CNC(=S)Nc2cccc(C)c2C)cc1 | 3.4 | -5 | -4 | -1 | -16 | 0 | 1 | 103 | 11
C/C=C/C(=O)Nc1cccc(C(F)(F)F)c1 | -0.6 | -2 | -6 | -3 | -15 | -1 | -2 | 106 | -5
COc1cc(/C=C(\C#N)c2nc3ccccc3[nH]2)ccc1OC(=O)c1ccco1 | 4.0 | 8 | -36 | 2 | -7 | 5 | 15 | 91 | -5
CCOc1ccc(-c2nc(CSc3nnc(C)s3)cs2)cc1OC | 3.1 | -5 | 3 | 0 | 6 | -4 | -2 | 108 | 8
O=C(CN(Cc1ccccc1)C(=O)CCl)c1cccc(Br)c1 | 1.1 | -4 | -7 | 75* | 2 | -2 | 3 | 104 | 7
CN(Cc1ccc(OC(F)F)cc1)Cc1nc2c(Br)cc(Br)cc2c(=O)[nH]1 | 4.4 | -2 | -29 | -2 | 0 | 2 | -2 | 93 | 0
COc1ccc(OCCCC(=O)Nc2ccc(N3CCOCC3)cc2)cc1 | 2.1 | -5 | 0 | -3 | -7 | -5 | 0 | 97 | -6
O=C(NCc1ccccc1C(F)(F)F)C1CC(c2ccc(C(F)(F)F)cc2)=NO1 (centres undefined) | 5.6 | 2 | -15 | 6 | 1 | 0 | -1 | 108 | -1
Cc1cc2ccccn2c1C(=O)c1ccc(NN)c([N+](=O)[O-])c1 | -0.6 | 10 | 0 | 2 | 5 | 1 | 1 | 86 | i
CCOC(=O)CCC(=O)N(CCN(C(=O)CCC(=O)OCC)c1ccccc1)c1ccccc1 | 0.1 | 4 | -11 | 0 | -4 | -1 | 0 | 106 | 0
O=S(=O)(NCCOCC(F)(F)C(F)F)c1ccc2oc3ccccc3c2c1 | 6.3 | 1 | 4 | 1 | -11 | 4 | -2 | 101 | -30
CCCN(CCC)CCCNC(=O)Cn1cnc2sc(C)c(S(=O)(=O)N3CCC(C)CC3)c2c1=O | 0.8 | -9 | 9 | 0 | -6 | -2 | -4 | 95 | -3
COc1ccccc1NC(=O)CN1CCC(n2c(C)nc3cc(F)ccc32)CC1 | 2.7 | 1 | -1 | 0 | -7 | 0 | -3 | 99 | u
CC1CN(c2nc3ccccc3cc2-c2ccccc2)CC(C)O1 (centres undefined) | 2.2 | -7 | -3 | -4 | -1 | 0 | -3 | 101 | 12
CC1CCN(CC(O)COc2cccc(F)c2)CC1 (centres undefined) | 0.7 | 3 | -5 | 0 | 3 | -4 | -1 | 107 | 53
Cc1cccc(N2CC(C(=O)Nc3nnc(SCC(=O)Nc4cc(C)on4)s3)CC2=O)c1 (centres undefined) | -1.1 | 6 | 40 | 2 | 11 | 27* | 14 | 97 | -3
Cc1cc(C)cc(-n2ncc3c2CCCC3NC(=O)c2csnn2)c1 (centres undefined) | 3.8 | -5 | 8 | -2 | 9 | 3 | -2 | 87 | -6
COCCCNC(=O)CC(NS(=O)(=O)c1ccc(F)cc1)c1ccc(OC)cc1 (centres undefined) | 1.8 | 1 | -3 | -1 | -5 | 1 | -2 | 100 | 3
O=C(Cn1cnc2ccccc21)Nc1cccc(S(=O)(=O)N2CCCC2)c1 | 3.3 | x | x | x | 3 | 1 | x | 83 | 1
Cc1c(NC(=O)/C(C#N)=C\c2cccs2)c(=O)n(-c2ccccc2)n1C | 4.1 | -11 | -5 | -2 | 9 | -3 | -1 | 88 | -2
CCS(=O)(=O)Nc1cccc(C2=NN(C(=O)c3ccco3)C(c3ccco3)C2)c1 (centres undefined) | 0.8 | 13 | -10 | 3 | 10 | 1 | -5 | 105 | 0
O=C(CCNS(=O)(=O)c1cccs1)NCc1ccco1 | -0.6 | 0 | 1 | -8 | -1 | -3 | 1 | 92 | -2
COc1ccc(CN(C)C(=O)Cc2ccc(OC)c(S(=O)(=O)N3CCOCC3)c2)cc1OC | 0.5 | x | x | x | -7 | -2 | x | 73 | x

# Molecules listed so far that have two or more sulfur atoms (eight):
smiles | PP5 inh | EBNA-1 inhibitor | core dimer inh | CTSL1 counter | ZTA counter | PP1 counter | TPT1 inh | Yeast superoxide | GASC-1 inh
COc1ccc2sc(N(CCN(C)C)C(=O)c3cc(Cl)sc3Cl)nc2c1 | -0.6 | 8 | 0 | 1 | 14 | -3 | -2 | 107 | 3
COC(=O)c1ccc2nc(NC(=O)CSCC(=O)OCC(=O)c3ccccc3)sc2c1 | 3.9 | 3 | -3 | -15 | -2 | -3 | 0 | 81 | 10
COc1ccc(-c2csc(NC(=O)CS(=O)(=O)c3ccc(F)cc3)n2)cc1OC | -0.5 | -5 | 4 | 1 | -3 | 0 | 2 | 96 | -2
Cc1ccc2nsnc2c1S(=O)(=O)N(Cc1ccco1)Cc1cc2cccc(C)c2[nH]c1=O | 0.6 | -3 | 5 | 6 | -3 | 0 | -3 | 77 | 10
CCOc1ccc(-c2nc(CSc3nnc(C)s3)cs2)cc1OC | 3.1 | -5 | 3 | 0 | 6 | -4 | -2 | 108 | 8
CCCN(CCC)CCCNC(=O)Cn1cnc2sc(C)c(S(=O)(=O)N3CCC(C)CC3)c2c1=O | 0.8 | -9 | 9 | 0 | -6 | -2 | -4 | 95 | -3
Cc1cccc(N2CC(C(=O)Nc3nnc(SCC(=O)Nc4cc(C)on4)s3)CC2=O)c1 (centres undefined) | -1.1 | 6 | 40 | 2 | 11 | 27* | 14 | 97 | -3
O=C(CCNS(=O)(=O)c1cccs1)NCc1ccco1 | -0.6 | 0 | 1 | -8 | -1 | -3 | 1 | 92 | -2

# Screens from PubChem.
